# Bioassay records: PubChem, several laboratories
# M4 PAM: human M4 muscarinic receptor positive allosteric modulators, primary screen, CHO-K1 cells, Fluo-8 calcium fluorescence; Muscarinic acetylcholine receptor M4 (Homo sapiens), P08173; CHO-K1 hM4/Gqi5, ACh EC20; 0% = ACh EC20, 100% = maximal ACh; activation, % at 3 µM; actives 0.4% (n = 360,000);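 active = activation above its plate's cutoff, the mean activation of sample wells plus 3 SD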; note: some results filed as inactive read as strong as hits
# Target sequence (P08173 whole entry, looked up): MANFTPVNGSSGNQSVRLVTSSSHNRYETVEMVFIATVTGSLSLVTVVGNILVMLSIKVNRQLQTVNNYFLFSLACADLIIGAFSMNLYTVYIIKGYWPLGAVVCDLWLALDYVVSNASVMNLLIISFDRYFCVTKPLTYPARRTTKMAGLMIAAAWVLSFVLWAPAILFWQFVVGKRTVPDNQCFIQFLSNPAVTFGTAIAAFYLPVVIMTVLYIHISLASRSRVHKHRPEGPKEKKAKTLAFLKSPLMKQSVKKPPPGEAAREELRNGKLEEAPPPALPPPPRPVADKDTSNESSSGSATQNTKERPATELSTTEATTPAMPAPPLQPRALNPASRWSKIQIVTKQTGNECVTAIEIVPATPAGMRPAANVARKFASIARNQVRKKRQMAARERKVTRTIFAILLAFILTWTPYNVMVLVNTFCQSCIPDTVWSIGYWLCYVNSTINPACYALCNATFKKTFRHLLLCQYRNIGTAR
# M4 ag: human M4 muscarinic receptor agonists, primary screen, CHO-K1 cells, Fluo-8 calcium fluorescence; Muscarinic acetylcholine receptor M4 (Homo sapiens), P08173; CHO-K1 hM4/Gqi5; vehicle 0%, full acetylcholine response 100%; activation, % at 3 µM; actives 0.14% (n = 360,000); AID 624127, 2012;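 active = activation above the run mean over all test wells plus 3 SD, cut at about 32% in these data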;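 note: peak over basal fluorescence ratio per well then scaled between controls; 0% = DMSO wells and 100% = acetylcholine at EC100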
# CHRM5 agonist: human M5 muscarinic receptor agonists, primary screen, CHO-K1 cells, Fluo-8 calcium fluorescence; Muscarinic acetylcholine receptor M5 (Homo sapiens), P08912; CHO-K1 hM5 cells; 0% DMSO wells, 100% maximal acetylcholine response; activation, % at 3 µM; actives 0.19% (n = 360,000);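 active = activation above the run's mean over test compounds plus 3 SD, cut at about 23% in these data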;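 note: signal is peak over basal fluorescence ratio across the kinetic read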
# Target sequence (P08912 whole entry, looked up): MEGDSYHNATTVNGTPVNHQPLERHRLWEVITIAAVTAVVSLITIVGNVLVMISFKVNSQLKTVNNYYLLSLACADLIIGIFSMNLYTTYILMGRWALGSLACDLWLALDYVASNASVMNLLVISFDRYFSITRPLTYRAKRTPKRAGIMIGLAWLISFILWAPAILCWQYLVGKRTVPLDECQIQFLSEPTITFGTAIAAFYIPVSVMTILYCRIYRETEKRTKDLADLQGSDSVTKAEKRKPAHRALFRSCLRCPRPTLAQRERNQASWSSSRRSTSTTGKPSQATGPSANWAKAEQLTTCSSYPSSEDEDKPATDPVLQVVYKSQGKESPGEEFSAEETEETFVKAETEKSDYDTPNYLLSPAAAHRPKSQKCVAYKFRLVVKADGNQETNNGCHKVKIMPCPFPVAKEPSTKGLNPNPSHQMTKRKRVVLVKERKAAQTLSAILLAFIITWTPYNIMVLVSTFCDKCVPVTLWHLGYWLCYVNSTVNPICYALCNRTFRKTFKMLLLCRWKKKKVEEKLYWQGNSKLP
# M1 PAM: human M1 muscarinic receptor positive allosteric modulators, primary screen, CHO-K1 cells, Fluo-8 calcium fluorescence, 1536-well; Muscarinic acetylcholine receptor M1 (Homo sapiens), P11229; CHO-K1 hM1, ACh EC20; 0% = ACh EC20, 100% = maximal ACh; activation, % at 3 µM; actives 0.088% (n = 360,000); in the data active = activation above about 19%, passing the limit was not always enough
# CRFBP-R2 agonist: agonists of CRF-BP/CRF-R2 complex, primary screen, cell-based, HEK293, calcium dye fluorescence, uHTS. CRF-binding protein / CRF receptor 2 complex (human). calcium dye fluorescence (FLIPR); percent of saturating CRF peptide response. activation, % at 13.2 µM. actives 0.46% (n = 350,000). AID 588473, 2011;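 active = activation of at least 50%, plus an integration ratio under a set limit after plate pattern correction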;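 note: plate controls were neutral control wells without compound for no effect and CRF at EC100 for full effect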
# M5 antag: human M5 muscarinic receptor antagonists, primary screen, CHO cells, Fluo-8 calcium fluorescence; actives 0.59% (n = 360,000); Muscarinic acetylcholine receptor M5 (Homo sapiens), P08912; inhibition, % at 3 µM; CHO-hM5 cells, ACh EC80; AID 624040, 2012;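 active = inhibition above a per-plate cutoff, the mean of that plate's test compounds plus 3 SD, cut at about 27% in these data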;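 note: 0% = acetylcholine EC80 with DMSO and 100% = DMSO without agonist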
# M5 PAM: human M5 muscarinic receptor positive allosteric modulators, primary screen, CHO-K1 cells, Fluo-8 calcium fluorescence; Muscarinic acetylcholine receptor M5 (Homo sapiens), P08912; CHO-K1 hM5, ACh EC20 PAM; 0% = ACh EC20, 100% = ACh EC100; activation, % at 3 µM; actives 0.3% (n = 360,000); AID 624038, 2012;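 active = activation above the run cutoff, the mean activation of all test compounds plus 3 SD, cut at about 18% in these data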
#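 Assay system: CHO-K1 hM5 cells / Incubation: Fluo-8 loading 80 min at 37 °C plus 30 min room temperature / Technique: Fluo-8 calcium dye fluorescence, kinetic read / Repeats: single replicate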
# CRFR2-BP antag: antagonists of CRF-BP/CRF-R2 complex, primary screen, cell-based, HEK293, calcium dye fluorescence, uHTS | CRF-induced calcium fluorescence | inhibition, % at 11.8 µM | actives 0.59% (n = 350,000) | AID 588475, 2011;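 active = inhibition of the ligand-induced calcium signal above about 50% at the single tested concentration, limit read from the data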
# M4 antag: human M4 muscarinic receptor antagonists, primary screen, CHO cells, Fluo-8 calcium fluorescence; actives 0.73% (n = 360,000); CHO-hM4 cells, ACh EC80; inhibition, % at 3 µM; Muscarinic acetylcholine receptor M4 (Homo sapiens), P08173; AID 624125, 2012;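 active = inhibition above its plate's cutoff, the mean inhibition of sample wells plus 3 SD, cut at about 27% in these data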;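 note: 0% = acetylcholine EC80 with DMSO and 100% = DMSO without agonist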
# Starred values were filed as active, the others as inactive; nt = no result given. Outcome played no part in choosing rows. Share with any hit: about 2.6%.
SMILES,M4 PAM,M4 ag,CHRM5 agonist,M1 PAM,CRFBP-R2 agonist,M5 antag,M5 PAM,CRFR2-BP antag,M4 antag
COc1ccc(-c2nnc(SCc3c(C)noc3C)n2N)cc1OC,1,2,1,0,-1.1,-4,4,5,8
CCc1cc(=O)oc2c3c(cc(OCC(=O)NCc4ccccn4)c12)OC(C)(C)CC3,-12,13,2,-7,1.1,16,-19,5,-5
CCN1CCn2c3c(c4cc(Br)ccc42)CCCC31 (stereo not drawn),19,-1,-2,4,-2.6,-7,8,-5,0
Cc1ccc(C(=O)OCC(=O)N2CC(=O)Nc3ccccc32)s1,5,1,-1,8,-0.1,-4,2,6,0
Nc1ccc(C#Cc2ccc3c(=O)c4ccccc4oc3c2)cc1,5,2,4,20,1.1,11,0,1,4
Cc1nc(C(F)(F)F)ccc1C(=O)N1CCC1(C)C(=O)NS(=O)(=O)c1ccc(Cl)cc1 (stereo not drawn),8,0,0,5,nt,0,2,nt,-2
Cc1ccc(-c2nn(CC(=O)Nc3ccc4c(c3)nc3n4CCOC3)c(=O)c3ccccc23)cc1,17,0,-2,8,1.4,1,2,11,5
CCc1ccccc1OCC(=O)Nc1ccc(N2CCCC2)cc1C,-4,1,-7,-18,-0.3,5,-9,5,-9
CCCCn1nc2cc(C(=O)NCc3ccco3)ccc2c1OCC,7,2,4,9,0.1,2,4,2,2
CCOc1ccccc1CN1CCNC(=O)C1CC(=O)N(C)C1CCOCC1 (stereo not drawn),2,1,-5,4,-0.4,-3,2,-8,-1
O=C(C1=C[C@@H](c2ccc(Br)cc2)C[C@@H](OCCCCO)O1)N1CCOCC1,3,1,-1,5,-3.2,18,-11,4,3
Cc1cc(C)c2cc(C(=O)N3CCc4ccccc4C3)[nH]c2c1,-10,0,2,-2,-0.3,11,-1,-23,-10
CS(=O)(=O)Nc1ccccc1C(=O)NCc1ccccc1Cl,4,2,-4,16,2.2,6,9,61*,-2
CCOc1ccc(C(=O)Nc2ccccc2NC(C)=O)cc1OCC,-2,1,0,-6,-0.8,-8,-1,-2,4
Cc1nonc1NC(=O)CSc1nc2c(C)cccc2cc1C#N,3,6,5,4,10,3,-4,-29,-2
Cc1c(C(=O)NNc2cc(=O)n(C)c(=O)n2C)cccc1[N+](=O)[O-],5,1,2,1,-1.7,2,-2,-33,-6
Cc1cc(C)cc(C(=O)Nc2cccnc2)c1,1,2,10,10,-1.1,-17,11,1,2
COc1ccc(-c2oc3ccc(-c4ccc5c(c4)OCO5)cc3c2-c2ccc(OC)nc2)cc1,7,0,1,6,-0.6,12,0,3,9
O=C1O[C@@H](c2ccccc2)C[C@@H](O)C(=O)CCCCc2ccccc21,-1,3,2,nt,nt,4,-2,nt,0
O=C(NCCN1CCC(n2c(=O)[nH]c3ccccc32)CC1)N1c2ccccc2Sc2ccccc21,-14,11,-4,nt,nt,11,-21,nt,17
CN1CCN(C(=O)c2ccccc2NC(=O)c2sc3ccccc3c2Cl)CC1,-8,2,-3,5,-0.6,2,-2,4,1
O=C(/C=C/c1ccccc1)NNC1=NS(=O)(=O)c2ccccc21,-8,0,-6,-6,2.3,2,-11,2,9
CC(COc1ccccc1)N1CCC(CO)(Cc2ccccc2)CC1 (stereo not drawn),-6,7,-11,-14,-2.1,8,-12,3,2
Cc1ccc(Cl)cc1NC(=O)COC(=O)c1ccccc1O,-1,0,-3,4,-2.0,0,3,-1,-2
COCCn1c(CNc2ccc(F)cc2)nnc1SCC(=O)Nc1ccc(OC)cc1OC,11,3,4,6,-1.4,1,2,18,5
Cc1c(NC(=O)c2ccc(C(=O)Nc3c(C)n(C)n(-c4ccccc4)c3=O)cc2)c(=O)n(-c2ccccc2)n1C,2,0,2,11,1.4,1,-7,3,-6
COc1ccc(N2CCN(C(c3cccs3)C(C)NC(=O)C(=O)N3CCCCC3)CC2)cc1 (stereo not drawn),-1,1,-3,-2,-1.1,2,1,25,6
CCOc1cc(/C=N/NC(=O)CCn2nnc3ccccc32)ccc1O,0,5,-3,3,2.8,10,-3,-12,-2
COc1c(C(=O)NNC(=O)c2ccccc2)csc1Br,5,1,-1,6,-0.8,7,6,20,-2
Cc1ccc(-c2nc(NC(=O)c3cc(C(C)(C)C)nn3C)sc2C)cc1Cl,-12,0,1,-1,-0.3,11,-2,-28,3
O=C(COC(=O)/C=C/c1ccc(F)cc1)NC1CCS(=O)(=O)C1 (stereo not drawn),11,1,1,14,-1.1,-1,-3,12,0
CC1=C(C)CC(C(=O)NCCc2ccc(F)cc2)C(C(=O)O)C1 (stereo not drawn),-3,1,0,4,-0.2,11,-3,12,-3
CC1(c2ccccc2)NC(=O)N(CC(=O)Nc2ccccc2N2CCCC2)C1=O (stereo not drawn),6,4,15,8,13,2,-6,-17,-11
CC1CCN(S(=O)(=O)c2ccc3c(c2)N(CC(=O)NCCCN(Cc2ccccc2)C(C)C)C(=O)CO3)CC1,-3,-1,-10,-2,0.3,14,-6,-16,-8
CC(C)CNC(=O)C(=O)NCC(c1ccc2c(c1)OCO2)N1CCOCC1 (stereo not drawn),9,1,-2,6,-0.9,-2,2,6,-1
Cc1cc(OC(C)C(=O)NNC(=O)Nc2ccc(F)cc2F)cc(C)c1Cl (stereo not drawn),0,2,0,-8,0.0,4,-9,-19,1
O=C(CSc1nnc2ccccn12)NNC(=O)c1cccc([N+](=O)[O-])c1,6,1,3,3,0.5,4,0,-3,-6
CCCc1nnc(NC(=O)CCC(=O)NCc2ccccc2OC)s1,5,1,1,7,-0.3,0,1,-7,2
Cc1cccc(C(=O)NC(=S)Nc2ccccc2C(F)(F)F)c1,2,0,-5,-2,-0.7,1,-6,-36,0
COc1cccc(NC(=O)N(Cc2ccco2)C(C)c2cccs2)c1 (stereo not drawn),0,2,-2,-3,-1.1,4,-8,11,3
CC(OC(=O)CNC(=O)c1cccs1)C(=O)Nc1ccc(S(N)(=O)=O)cc1 (stereo not drawn),2,1,0,9,-0.1,7,2,5,3
COC(=O)[C@@]12C[C@@H](CC(=O)NCC34CC5CC(CC(C5)C3)C4)C(=O)N(CCc3ccc(OC)c(OC)c3)C1=CCC(C)(C)C2,-8,2,0,nt,nt,5,-5,nt,5
CCn1ncc([N+](=O)[O-])c1C(=O)N1CCc2ccccc2C1,-5,2,-7,-4,0.4,13,-1,5,8
COc1cc2c(cc1OC)CN(C(=O)C1CCCN(C(=O)c3ccc(Cl)cc3)C1)CC2 (stereo not drawn),9,1,2,11,-2.5,-2,-2,6,2
C[C@H](CO)N1C[C@H](C)[C@@H](CN(C)Cc2cccc(C(F)(F)F)c2)OCc2cnnn2CCCC1=O,5,1,0,1,1.6,-8,3,-9,-8
CC(=O)N(C(C)=O)c1c(C#N)c(C)n(-c2ccccc2)c1C(=O)c1ccccc1,1,1,-2,3,1.1,-2,-4,1,-3
O=C(N/N=C/c1cccnc1)c1ccc(S(=O)(=O)N2CCCCCC2)cc1,7,2,2,2,0.4,-5,12,-7,2
CCOC(=O)c1cccc(N2C(=O)Nc3ccccc3N2O)c1,32,0,1,11,-2.0,5,-2,18,-10
C=CCSc1nnc(NC(=O)c2ccc(NC(C)=O)cc2)s1,5,0,-5,3,-0.4,7,1,13,-1
Cc1nc2ncnn2c(C)c1CCC(=O)N1CCCCC1,3,0,1,8,-0.6,-4,3,10,1
COc1ccc(CC/C(=N\O)C2(O)CCCCC2)cc1,-2,-1,-3,9,0.5,4,-3,-16,7
CCOc1ccccc1NC(=S)NNS(=O)(=O)c1c(C)cc(C)cc1C,5,1,-1,5,-2.6,-3,3,7,7
CCOc1ccc(NC(=O)CCNS(=O)(=O)c2cccc3nonc23)cc1,-7,1,-2,0,0.6,12,-3,55*,12
O=C(NCCN1CCOCC1)/C(=C\c1ccccc1F)NC(=O)c1ccccc1,-1,1,-3,10,2.2,4,2,11,-4
CCCC(=O)N1CCC1(C)C(=O)NS(=O)(=O)c1ccccc1Cl (stereo not drawn),-4,0,0,4,nt,6,1,nt,5
CSc1ccccc1NC(=O)c1cnc2n(c1=O)CCS2,-4,4,-2,5,0.7,3,-7,13,-18
CCOc1cc(C(=O)NC(=S)Nc2nc(C)cc(C)n2)cc(OCC)c1OCC,8,1,-6,16,-5.3,-3,7,5,-7
CCC(C(=O)NC1CCCC1)N(Cc1ccco1)C(=O)CNS(=O)(=O)c1ccccc1 (stereo not drawn),-4,2,0,5,0.1,-10,3,2,7
CCCS(=O)(=O)NC(=O)C1(C)CCCN(C(=O)c2ccco2)C1 (stereo not drawn),-4,0,0,9,nt,5,-1,nt,8
COc1ncnc2c1ncn2CCCN1CCN(c2ccccn2)CC1,6,1,2,6,0.1,3,4,5,-9

# The final five records of the section above open the next one.
SMILES,M4 PAM,M4 ag,CHRM5 agonist,M1 PAM,CRFBP-R2 agonist,M5 antag,M5 PAM,CRFR2-BP antag,M4 antag
CSc1ccccc1NC(=O)c1cnc2n(c1=O)CCS2,-4,4,-2,5,0.7,3,-7,13,-18
CCOc1cc(C(=O)NC(=S)Nc2nc(C)cc(C)n2)cc(OCC)c1OCC,8,1,-6,16,-5.3,-3,7,5,-7
CCC(C(=O)NC1CCCC1)N(Cc1ccco1)C(=O)CNS(=O)(=O)c1ccccc1 (stereo not drawn),-4,2,0,5,0.1,-10,3,2,7
CCCS(=O)(=O)NC(=O)C1(C)CCCN(C(=O)c2ccco2)C1 (stereo not drawn),-4,0,0,9,nt,5,-1,nt,8
COc1ncnc2c1ncn2CCCN1CCN(c2ccccn2)CC1,6,1,2,6,0.1,3,4,5,-9
Cn1c(N)c(N2CCCCC2)c(=O)n(CC(=O)Nc2ccc(Cl)c(Cl)c2)c1=O,24,0,6,3,-0.3,-4,19*,-10,3
CCc1c(C)sc(NC(=O)c2cnn3cccnc23)c1C#N,-1,1,0,7,-1.5,-5,-1,-27,1
CN(Cc1nccn1C)C(=O)c1ccc2nc(Cc3ccccc3F)oc2c1,-7,1,-10,-22,-0.9,-5,0,-13,-1
N#Cc1cc2cc3c(cc2nc1N1CCCCC1)OCCO3,-2,2,-3,5,14,5,-2,-1,1
COc1ccc(/C=N/NC(=O)CCc2c(C)n[nH]c2C)cc1OC,-3,0,-1,2,-2.0,14,-8,-30,6
CC1=C(C(=O)OC(C)C)C(c2ccc(O)cc2)NC(=O)N1 (stereo not drawn),4,1,2,11,0.0,-1,8,-3,-2
CCOc1nc(NCCc2ccc(OC)c(OC)c2)nc(N2CCN(c3ccc(OC)cc3)CC2)n1,10,-1,-3,-2,0.9,16,-8,42,-4
COc1ccc(C2(C)NC(=O)N(CC(=O)Nc3ccc(Br)c(C)c3)C2=O)cc1OC (stereo not drawn),-1,15,1,1,-0.1,12,-3,-20,-12
